phage Ecoli inh = growth loss of phage-infected E. coli, primary screen, RecBCD inhibitor project, absorbance, with phage, HTS; 360,000 compounds, 0.26% hits; inhibition, % at 11.9 µM; in the data active means inhibition above about 11%
Tat transport = E. coli Tat export inhibitors, primary screen, MC4100, TorA-mCherry reporter, fluorescence, single point. inhibition, % at 10 µM. 340,000 compounds, 0.036% hits. AID 488895, 2010;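 active means mean replicate inhibition at least 50% and at least half of replicates individually reaching 50%; inconclusive means only one of the two criteria met; inactive means neither criterion met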;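 further: exported cargo escapes ClpAP degradation while cytoplasmic cargo is degraded and loses fluorescence; 0% = median of neutral control wells and 100% = median of NaSCN control wells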
AddAB inh = growth inhibition of E. coli expressing H. pylori AddAB, primary screen, AddAB inhibitor project, absorbance; AID 435030, 2010; inhibition, % at 11.9 µM; 330,000 compounds, 0.29% hits; in the data active means inhibition above about 12%;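 further: 0% = vehicle wells of infected cells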
PfHsp90 yeast 2 = growth inhibition of PfHsp90-expressing yeast, primary screen, antimalarial PfHsp90 inhibitor project, S. cerevisiae, BacTiter-Glo luminescence, single point, set 2. BacTiter-Glo ATP, 48 h; yeast lacking PDR1 and PDR3 efflux regulators. inhibition, % at 9.4 µM. 310,000 compounds, 0.32% hits;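 active means every replicate shows inhibition above about 80%, whatever the replicate mean, limit read from the data; inconclusive means mean inhibition reaches the set limit but some replicate falls short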;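 further: 0% = DMSO neutral controls and 100% = 20 µM radicicol positive controls; yeast relying on Plasmodium falciparum Hsp90 in place of its own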
Rtt109 Vps75 = inhibitors of C. albicans Rtt109/Vps75 HAT, primary screen, biochemical, ThioGlo CoA-SH fluorescence, plate reader; purified Rtt109/Vps75, 4 h; inhibition, % at 34.9 µM; 330,000 compounds, 0.16% hits;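 active means inhibition of at least 50% in every replicate; inconclusive means best replicate reaches 50% inhibition but some replicates fall short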
DAGLB inh = DAGLB lipase inhibitors, primary screen, biochemical, fluorescence, HTS; Diacylglycerol lipase-beta (Homo sapiens), Q8NCG7; inhibition, % at 5.17 µM; 340,000 compounds, 0.059% hits; HEK293T DAGLB membrane lysate, EnzChek fluorogenic substrate; AID 504411, 2011; in the data active means inhibition above about 34%;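 further: 0% = enzyme with vehicle and 100% = wells lacking enzyme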
Target sequence (Q8NCG7 whole entry, looked up): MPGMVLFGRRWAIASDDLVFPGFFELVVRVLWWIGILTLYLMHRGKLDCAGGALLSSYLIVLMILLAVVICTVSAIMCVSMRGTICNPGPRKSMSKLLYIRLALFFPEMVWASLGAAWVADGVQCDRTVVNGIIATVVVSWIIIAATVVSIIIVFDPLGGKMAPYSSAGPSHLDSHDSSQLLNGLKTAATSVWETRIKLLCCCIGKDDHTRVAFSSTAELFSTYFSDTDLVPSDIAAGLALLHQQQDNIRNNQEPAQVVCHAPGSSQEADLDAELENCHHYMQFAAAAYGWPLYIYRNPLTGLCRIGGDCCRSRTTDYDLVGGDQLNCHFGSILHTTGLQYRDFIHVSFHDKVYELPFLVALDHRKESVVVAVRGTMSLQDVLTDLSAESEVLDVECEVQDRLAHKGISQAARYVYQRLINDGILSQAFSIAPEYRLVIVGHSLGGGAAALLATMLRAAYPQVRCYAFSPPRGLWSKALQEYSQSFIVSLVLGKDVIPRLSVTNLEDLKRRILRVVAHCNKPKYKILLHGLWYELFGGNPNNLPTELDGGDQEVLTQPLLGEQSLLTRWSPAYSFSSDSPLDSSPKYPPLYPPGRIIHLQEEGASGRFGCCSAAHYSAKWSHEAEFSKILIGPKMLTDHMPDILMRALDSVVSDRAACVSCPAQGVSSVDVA
PvdQ acylase = P. aeruginosa PvdQ acylase inhibitors, primary screen, biochemical, fluorescence, plate reader and imaging, single point; inhibition, % at 10 µM; purified PvdQ acylase; PvdQ acylase [Pseudomonas aeruginosa LESB58]; 340,000 compounds, 0.063% hits; in the data active means inhibition above about 30%, passing the limit was not always enough; inconclusive means no clear call, values can overlap the other calls;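 further: 0% = vehicle neutral wells and 100% = reference inhibitor wells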
CAL PDZ inh = CAL PDZ peptide-binding inhibitors, primary screen, biochemical, fluorescence polarization, Cer-tagged CAL PDZ, HTS. purified CAL PDZ, TMR-peptide fluorescence polarization, 1 h. 330,000 compounds, 0.02% hits. Golgi-associated PDZ and coiled-coil motif-containing protein (Homo sapiens), Q9HD26. inhibition, % at 20 µM. AID 504414, 2011;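 active means highest replicate inhibition of at least 40%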;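 further: plate controls were DMSO neutral control wells for no effect and unlabeled competitor peptide control wells for full effect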
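Material: tagged CAL PDZ domain; buffer or medium: 25 mM sodium phosphate pH 7.4, 150 mM NaCl, TCEP, IgG, Thesit; compound dosing: single point, 20 µM; schedule: 1 h incubation at room temperature before polarization reading; measured by: FP readout, S and P plane fluorescence; read-out basis: percent inhibition from loss of millipolarization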
Wnt bcat act = Wnt/beta-catenin pathway activators, primary screen, cell-based, plate reader, single point. Wnt/beta-catenin reporter cell assay, activator. activation, % at 9.35 µM. 300,000 compounds, 1.2% hits. AID 743398, 2014; in the data active means activation above about 30%, passing the limit was not always enough; inconclusive means no clear call, values can overlap the other calls;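 further: 0% = neutral control wells and 100% = positive control wells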
E coli growth = E. coli V3065 growth inhibition, primary screen, counter-screen for AddAB inhibitor project, absorbance, OD600; 18 h; inhibition, % at 11.9 µM; 330,000 compounds, 0.27% hits;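 active means inhibition above the campaign's mean inhibition across all tested compounds plus 3 SD, cut at about 9.9% in these data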;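 further: uninfected addAB+ strain grown without phage in ampicillin broth; 0% = DMSO wells and 100% = ciprofloxacin 0.95 µg/ml wells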
Active calls of the source: *; ? = inconclusive; · = no result given.

no.	Molecule	phage Ecoli inh	Tat transport	AddAB inh	PfHsp90 yeast 2	Rtt109 Vps75	DAGLB inh	PvdQ acylase	CAL PDZ inh	Wnt bcat act	E coli growth
1	CCN(CC)C(=O)CCn1nc(-c2ccc(C)cc2)c2ccccc2c1=O	·	-4.6	1.4	-19.6	1.1	-2.4	-13.7	·	·	-1.8
2	CCOc1cc(NC(=O)C2CCCO2)c(OCC)cc1NC(C)=O (stereo unspecified)	1.6	-10.5	0.8	·	1.4	-1.9	0.7	-0.5	·	-1.4
3	Cc1ccccc1NC(=O)Cn1nnc2sc3c(c2c1=O)CC(C)(C)OC3	-1.9	-7.3	-0.1	0.9	-1.9	-0.3	-15.2	-1.4	0.6	-1.6
4	O=C(Nc1nc(-c2ccc(F)cc2)cs1)c1cccnc1	4.9	-6.1	0.8	-49.6	-1.2	-2.1	-9.3	-1.6	10.0	1.1
5	CC1CN(C(=O)COC(=O)c2cccc(S(=O)(=O)N3CCc4ccccc43)c2)CC(C)O1 (stereo unspecified)	3.8	-3.1	-1.8	-7.2	-1.5	0.0	10.8	19.4	19.2	-1.4
6	CCOC(=O)c1cnc2c(CC)cccc2c1NCCCN1CCOCC1	-0.1	0.6	1.5	-20.8	-2.8	0.4	-5.0	-0.3	-1.0	2.4
7	CCc1cc(=O)oc2cc3oc(C)c(C)c3cc12	3.0	-2.5	2.3	·	-9.5	-7.1	-11.3	-0.8	-0.5	-1.1
8	COc1ccccc1NC(=O)CCC(=O)OCC(=O)c1ccc(C)c([N+](=O)[O-])c1	2.7	-4.2	1.0	-10.9	-2.3	4.4	-10.6	0.2	-0.1	0.8
9	CCC(=O)N(CCc1ccccc1)Cc1cc2ccc(OC)cc2[nH]c1=O	2.9	6.5	2.4	-2.5	1.6	4.0	-3.9	-0.1	-2.8	1.7
10	CCCCn1c(-c2ccc(OC(F)F)cc2)nc2c1c(=O)[nH]c(=O)n2CC(C)C	2.4	-0.9	0.9	-20.3	-1.1	-0.6	-17.5	-1.1	-2.9	0.2
11	CCn1nnnc1SCC(=O)Nc1cccc(NC(C)=O)c1	1.3	-1.9	0.3	4.8	17.8	-1.9	4.1	-0.7	-2.1	-0.5
12	Cc1ccc(-c2csc(N3CCN(CCCn4c(C(F)(F)F)nc5ccccc54)CC3)n2)cc1	2.4	-5.8	-0.2	-6.5	1.1	-2.4	-7.5	0.1	-0.5	-0.4
13	CC(=O)Nc1sc2c(c1C#N)CCC(C)C2 (stereo unspecified)	6.1	-7.4	1.8	-31.7	3.0	-4.2	-5.3	-1.5	0.1	0.0
14	Cc1cccc(C(=O)Nc2ccn(C)n2)c1	3.4	2.7	·	·	-0.9	0.3	-12.4	-0.3	26.3	·
15	CSc1ccc(CNc2ccc(C)cc2)cc1	0.7	-11.4	2.7	-7.8	-2.9	-8.1	6.7	-0.5	·	1.7
16	CCOc1ccc(NC(=O)CN2C(=O)c3ccccc3C2=O)cc1	1.3	-2.9	3.9	1.7	8.4	-1.1	-10.9	-0.5	-0.9	0.7
17	Cc1ccc(S(=O)(=O)Cc2ccc(C(=O)N3CCc4ccccc4C3)o2)cc1	1.8	17.1	0.2	-1.2	-3.2	3.6	-7.7	-1.2	-5.0	-2.7
18	Cc1ccnc(N=O)c1	1.4	0.1	-0.4	-9.6	1.4	-0.7	-25.0	-1.0	2.8	0.5
19	CN(C)S(=O)(=O)n1cnc([C@@H]2[C@@H]3C(=O)OC[C@@H]3C[C@]23N=CN(Cc2ccccc2)C3=O)c1	-0.2	2.3	3.9	-8.6	-0.7	1.6	-16.5	-0.9	-3.3	1.1
20	Cn1sc(NC(=O)c2ccccc2)nc1=O	0.6	2.7	0.8	·	-5.4	-0.9	-7.5	-1.4	·	-1.4
21	CCOC(=O)c1c(NC2=NS(=O)(=O)c3ccccc32)sc2c1CCCCC2	0.4	-2.8	0.5	1.0	-4.2	0.6	-1.8	-2.8	-0.6	1.5
22	O=C(O)c1ccc(-n2c(-c3cc(-c4ccco4)[nH]n3)n[nH]c2=S)cc1	1.7	-12.7	2.4	9.8	2.7	-1.2	-9.3	0.0	·	-1.1
23	Cc1ccsc1C=C1C(=O)c2ccccc2C1=O	4.5	9.6	-0.1	-20.9	-6.6	3.1	-16.9	0.3	-2.5	-3.2
24	Cc1cc(C)cc(Oc2nc(C(F)(F)F)nc3ccccc23)c1	0.6	1.5	2.7	-29.3	2.5	-13.1	-0.6	0.0	·	-1.1
25	COc1ccc(/C=N/NC(=O)c2csc(-n3nc(C)cc3C(F)(F)F)n2)cc1	1.9	4.6	-0.2	7.6	7.5	-6.3	1.6	-1.8	-7.3	-1.8
26	COc1ccc(-c2oc3ncnc(NCCN4CCOCC4)c3c2-c2ccc(OC)cc2)cc1	·	3.4	0.9	5.4	-4.4	-0.9	-18.1	0.5	·	-0.5
27	NS(=O)(=O)c1ccc(NC(=O)/C(=C/c2ccncc2)NC(=O)c2ccccc2)cc1	0.9	-2.8	4.0	-28.0	-1.3	-0.4	-12.4	-0.3	-2.0	-1.1
28	CN(CC(=O)Nc1ccc(S(=O)(=O)N2CCCC2)cc1)CC(=O)Nc1cccc(F)c1	2.4	23.5	0.5	·	12.0	-5.5	-17.2	-1.3	-1.6	0.2
29	CCOc1ccc(NS(=O)(=O)c2cc(OCC(N)=O)c(C)cc2Cl)cc1	2.5	-2.4	-2.1	9.6	2.3	0.4	4.6	-0.3	·	-1.0
30	O=C(Nc1cccc(NC(=O)c2ccccc2Cl)c1)c1cccs1	2.7	-3.6	6.5	12.1	8.8	-1.1	3.7	-1.6	3.2	3.6
31	O=C(Nc1ccnn1C1CCN(Cc2ccccn2)CC1)c1cccc(F)c1	0.7	10.4	2.1	8.4	-1.2	-2.8	-6.2	-1.4	-2.1	0.9
32	O=C(Nc1ccc2nc3n(c(=O)c2c1)CCCC3)c1cccc(F)c1	1.4	1.6	1.9	7.5	7.6	-1.7	-16.1	-2.8	9.1	1.3
33	COc1ccc(C)cc1S(=O)(=O)Nc1cc2c3c(c1)CCC(=O)N3CCC2	2.3	6.8	1.1	-44.9	0.9	4.2	-6.2	-1.5	-3.3	0.0
34	COc1ccc(Nc2nc3ccc(C)cc3cc2C#N)c(OC)c1	3.4	-4.8	5.4	-7.9	-0.5	1.8	-9.4	0.9	-2.1	1.6
35	Cc1ccc(OCCC(=O)OCC(=O)NC2CCS(=O)(=O)C2)cc1 (stereo unspecified)	5.4	4.2	1.0	9.3	-5.1	-2.5	-4.4	-2.5	11.3	-0.6
36	COC(=O)c1ccc(N2CCN(C(=O)c3ccccc3)CC2)c(NC(C)=O)c1	4.4	9.5	-0.2	8.3	-12.2	0.2	-6.0	-2.4	0.4	-0.2
37	COc1ccc(NC(=O)CCS(=O)(=O)c2ccc(Cl)cc2)cc1	0.4	-4.8	-0.6	1.3	-5.6	-4.6	-12.1	-4.5	0.5	0.6
38	NC(=O)c1ccsc1NC(=O)COC(=O)CNC(=O)c1ccc(Cl)cc1	-0.2	4.5	0.4	·	-0.4	2.5	-9.0	-0.5	-1.1	-0.9
39	CC(C)CC(OC(=O)c1cccs1)C(=O)NCc1ccco1 (stereo unspecified)	1.0	-5.2	4.3	·	16.8	7.5	-4.3	0.7	-5.3	0.7
40	CCOC(=O)CN(C(=O)COC(=O)C1=NNC(=O)CC1)c1ccc(F)cc1	3.2	10.1	-0.2	0.4	-2.2	-0.8	-8.4	-1.2	14.4	0.2
41	Cc1cc(N2CCN(C)CC2)nc(N2CCOCC2)n1	2.2	1.8	2.2	-17.5	3.5	0.1	-2.5	-0.5	·	3.0
42	Cc1ccc(S(=O)(=O)NCC(=O)NCC(=O)NCCc2ccccc2F)cc1C	2.1	-7.4	-1.0	-18.6	11.5	-8.1	-1.5	0.8	-1.7	0.2
43	O=C(C1=C(O)C(=O)N(CCN2CCOCC2)C1c1ccccc1)c1cccs1 (stereo unspecified)	3.3	-10.0	2.8	3.1	21.9	-0.8	-8.4	-0.5	3.9	-2.5
44	COc1ccccc1N(C)S(=O)(=O)c1ccc(C(=O)N(C)Cc2ccc(OC(F)F)cc2)cc1	2.2	6.0	·	-21.8	11.7	-1.3	0.1	0.8	-3.2	·
45	O=C(O)c1ccccc1C(=O)Nc1ccccc1[N+](=O)[O-]	-1.8	-2.0	-0.3	-17.5	-2.8	-0.1	4.3	0.1	0.3	-1.3
46	Cc1nc(-c2ccccc2)nc2sc(C(=O)c3ccc(F)cc3)c(N)c12	0.2	3.1	0.0	-12.1	6.1	-5.1	-4.3	0.0	4.6	0.7
47	CCN1CCCC1CNC(=O)c1cc2c(=O)n(C)c3ccccc3c2n1C (stereo unspecified)	2.4	0.3	3.5	31.2	?	1.9	-4.9	0.2	-0.1	-2.1
48	O=C(Nc1cc(Cl)ccc1-n1cncn1)c1cc(F)cc(F)c1	-1.5	0.2	-0.7	-10.2	-4.4	0.8	-12.7	-2.1	1.7	1.5
49	CSc1cccc(NC(=O)Cn2cccc2)c1	-0.3	-4.7	1.7	2.2	5.3	-0.9	-7.8	-0.7	·	-0.3
50	N#CCCN(Cc1cccnc1)C(=O)Nc1ccc(Cl)c(Cl)c1	2.2	-3.9	2.3	4.9	-14.2	0.8	-9.2	-3.3	27.5	-2.1
51	COc1cccc(NC(=S)NCc2ccc3c(c2)cc(C)n3C)c1	2.0	-3.2	·	-11.5	·	12.4	-3.8	0.0	-1.0	·

Assay outcomes as filed in PubChem.
